From PubChem BioAssay
FBA Mtb inh – Mtb fructose-bisphosphate aldolase inhibition. inhibition, % at 1 µM. 2.3% of 360,000 active. purified M. tuberculosis FBA, fluorescence read-out. AID 588726; in the data active means inhibition above about 27%;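 further: 0% = vehicle and 100% = reference inhibitor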
Target sequence (P9WQA3 whole entry, looked up): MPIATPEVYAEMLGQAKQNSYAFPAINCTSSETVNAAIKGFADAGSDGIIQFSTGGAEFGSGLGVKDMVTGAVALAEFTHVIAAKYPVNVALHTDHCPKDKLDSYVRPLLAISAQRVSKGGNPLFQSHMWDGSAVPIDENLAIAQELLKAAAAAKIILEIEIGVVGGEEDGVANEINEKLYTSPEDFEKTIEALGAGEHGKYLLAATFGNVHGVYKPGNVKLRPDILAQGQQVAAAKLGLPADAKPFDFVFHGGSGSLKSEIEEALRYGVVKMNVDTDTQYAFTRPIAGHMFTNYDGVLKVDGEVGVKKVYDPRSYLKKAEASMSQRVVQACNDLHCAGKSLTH
PrPC surface inh – reduces human prion protein on the cell surface; inhibition, % at 13.8 µM; AID 720596; cell surface PrPC, TR-FRET read-out; P04156; 0.43% of 370,000 active; in the data active means inhibition above about 24%; further: 0% = median of the test wells and 100% = reference compound wells
FadD28 FP inh – M. tuberculosis FadD28 bisubstrate binding inhibition. FadD28 bisubstrate probe binding, fluorescence polarization. inhibition, % at 12.5 µM. 0.22% of 360,000 active; in the data active means inhibition above about 8.5%, passing the limit was not always enough; inconclusive means no clear call, values can overlap the other calls
BoNT A protease – BoNT A light chain protease inhibition. multiplex microsphere protease substrate cleavage, flow cytometry. inhibition, % at 10 µM. 0.17% of 360,000 active. AID 588499; in the data active means inhibition above about 30%; inconclusive means no clear call, values can overlap the other calls; further: plate controls were buffer without enzyme for full effect and enzyme alone for no effect
Mtb UGM inh – blocks M. tuberculosis UGM enzyme; AID 504406; P9WIQ1; purified UGM, fluorescence polarization probe displacement; inhibition, % at 10 µM; 0.06% of 320,000 active; in the data active means inhibition above about 10%, passing the limit was not always enough; inconclusive means no clear call, values can overlap the other calls
Target sequence (P9WIQ1 whole entry, looked up): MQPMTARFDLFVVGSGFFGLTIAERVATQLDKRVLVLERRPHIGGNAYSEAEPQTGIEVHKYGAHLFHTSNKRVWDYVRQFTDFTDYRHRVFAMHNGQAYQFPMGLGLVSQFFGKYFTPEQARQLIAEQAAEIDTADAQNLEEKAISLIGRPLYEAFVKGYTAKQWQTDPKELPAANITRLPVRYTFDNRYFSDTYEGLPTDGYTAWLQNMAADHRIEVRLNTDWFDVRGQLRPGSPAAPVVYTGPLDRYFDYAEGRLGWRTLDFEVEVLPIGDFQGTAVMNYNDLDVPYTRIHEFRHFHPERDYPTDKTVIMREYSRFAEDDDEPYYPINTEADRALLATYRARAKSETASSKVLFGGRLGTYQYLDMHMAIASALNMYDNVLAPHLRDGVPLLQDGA
GDH-TPI counter – inhibits GDH-TPI coupling enzymes, artifact for Mtb FBA screen; GDH-TPI coupled enzyme counterscreen, NADH absorbance; inhibition, % at 4.8 µM; 1.2% of 360,000 active;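 further: 0% = DMSO wells and 100% = wells lacking the enzyme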
CCHF vOTU inh – CCHFV vOTU protease inhibition; Pep-AMC fluorescence; inhibition, % at 11.5 µM; 0.55% of 370,000 active; further: 0% = vehicle wells with enzyme and 100% = no enzyme wells
BioA inh – blocks M. tuberculosis BioA enzyme activity; inhibition, % at 9.99 µM; AID 602481; purified M. tuberculosis BioA enzyme, plate reader; 0.096% of 360,000 active; in the data active means inhibition above about 40%; inconclusive means no clear call, values can overlap the other calls
BoNT-F LC inh – blocks Botulinum neurotoxin F light chain protease | Multiplex microsphere protease cleavage assay, flow cytometry | inhibition, % at 10 µM | 0.22% of 360,000 active | AID 588497; in the data active means inhibition above about 35%, passing the limit was not always enough; inconclusive means no clear call, values can overlap the other calls; further: plate controls were buffer without enzyme for full effect and enzyme alone for no effect
* = called active by the depositor; ? = inconclusive; / = not tested or not shown. Unless noted, no stated cut-off is given here; in the data, active means inhibition above about 30%; inactive means the rest.

SMILES	FBA Mtb inh	PrPC surface inh	FadD28 FP inh	BoNT A protease	Mtb UGM inh	GDH-TPI counter	CCHF vOTU inh	BioA inh	BoNT-F LC inh
CCN(C(=O)CSc1nnc(-c2cccs2)n1N)c1c(N)n(Cc2ccccc2)c(=O)[nH]c1=O	3	-1	-1.3	-0.5	-0.2	-5	-3	-1.0	14
CN(CCS(=O)(=O)c1ccc(Cl)cc1)Cc1cccnc1	-1	2	-3.1	?	0.4	-3	1	-0.8	?
COc1cc(OC)cc(C(=O)NCCNc2nc3cc(C)cc(C)c3cc2C#N)c1	31*	-2	-2.0	1.4	-2.2	12	-16	-1.1	9
O=C1c2ccccc2S(=O)(=O)N1CC(O)Cn1ccc2ccccc21 (configuration not stated)	0	15	-1.5	156*	-0.1	-1	3	/	25
O=c1[nH]ncc(N/N=C/c2ccccc2)c1Cl	0	-10	-1.1	1.4	/	80*	1	-1.2	1
COc1ccc(CCNC(=S)Nc2ccc(C(C)C)cc2)cc1	-2	-1	-0.9	0.0	0.8	2	19	0.7	-1
CCN(C(=O)CSc1nc(C)nc2sc3c(c12)CCC3)C1CCS(=O)(=O)C1 (configuration not stated)	0	-5	-0.3	0.3	0.0	13	-8	10.0	-1
CCCC(=O)Nc1cc(C)cn(Cc2c(F)cccc2Cl)c1=O	2	-10	-0.5	1.1	2.8	10	-2	-0.2	-10
COc1ccc(CNC(=O)CN(c2ccccc2)S(=O)(=O)N(C)C)cc1	1	1	0.6	-0.2	-0.7	-5	2	/	-8
O=C(Nc1ccc(N2CCOCC2)cc1)c1ccc(Cl)cc1N1CCCC1=O	2	-5	-0.7	-0.8	1.4	12	-2	2.7	-5
COc1ccccc1CNC(=O)CCC(=O)N1CCOc2ccc(C)cc21	0	-5	0.1	0.4	2.3	12	-2	1.9	4
COc1cc(C(c2nnnn2C2CCCC2)N2CCc3ccccc3C2)ccc1O (configuration not stated)	7	4	-1.1	0.8	0.5	8	9	0.3	3
CCN(CC)S(=O)(=O)c1cccc(C(=O)N/N=C2\CCCC(=O)C2)c1	-1	-7	0.3	0.2	-0.3	13	8	/	4
CC1CN(S(=O)(=O)c2cc(C(=O)N3CCCCC3C)ccc2Cl)CC(C)O1 (configuration not stated)	0	2	-1.6	-0.4	-0.8	2	3	-4.7	-3
CCC(CC)C(=O)Nc1ccc(Cl)c(Cl)c1	-1	7	-3.1	-0.6	-1.1	1	4	0.8	1
CCOC(=O)C1CCCN(c2c(NCCCN(CC)c3cccc(C)c3)c(=O)c2=O)C1 (configuration not stated)	1	-2	-4.3	0.2	-0.1	-8	7	3.4	-1
CCN(c1ccccc1)S(=O)(=O)c1ccc(Cl)c(NC(=O)COC(=O)c2ccc[n+]([O-])c2)c1	0	-3	-1.6	-1.4	2.0	6	-6	/	-2
O=C(COC(=O)c1n[nH]c(=O)c2ccccc12)NC1CCCCC1	0	4	-1.5	-0.9	0.4	3	12	-0.7	-8
COc1ccc(CNC(=O)C(C#N)c2nc3ccccc3nc2N2CCCC2)cc1 (configuration not stated)	-1	0	-0.4	1.3	0.9	6	-3	-8.6	-4
Cc1ccc(-c2cc(C(=O)N/N=C/c3ccc(Cl)cc3)n[nH]2)o1	0	5	-3.3	-0.5	3.7	4	18	0.2	-3
CN(Cc1cnn(-c2ccccc2)c1)C(=O)c1cccc(S(=O)(=O)Nc2ccccc2F)c1	1	9	-1.0	-0.4	/	-4	6	1.4	-5
Cc1nnc(NC(=O)CSc2cn(CCNC(=O)c3ccccc3)c3ccccc23)s1	3	-2	-1.6	-0.6	-1.2	-3	0	-2.0	-10
Cc1c(-c2ccc(OCc3ccccc3)cc2)nc2ccccc2c1C(=O)O	4	2	-1.2	-3.0	2.6	1	-1	1.0	-11
Cc1c(C(=O)Nc2nnc(SCc3ccccc3Cl)s2)cccc1[N+](=O)[O-]	0	-4	-4.3	0.1	-2.1	3	-15	2.3	2
CC1CCCC(NC(=O)CCC(=O)NCc2ccccc2)C1C (configuration not stated)	-3	8	-4.0	-1.1	0.9	-23	-12	1.3	10
Cc1ccc(S(=O)(=O)NC(=O)COc2cc(C)ccc2C(C)C)cc1	-2	0	-6.0	1.3	1.2	-3	21	1.6	6
O=[N+]([O-])c1cccnc1N1CCC(c2cc(-c3ccc(Cl)cc3)n[nH]2)CC1	1	-1	-2.7	-0.9	-0.8	10	19	0.1	-29
Cc1nn(C2CCS(=O)(=O)C2)c(C)c1CN(C)C(=O)c1ccccc1 (configuration not stated)	-4	-6	-1.5	1.6	-2.3	0	-3	1.5	-9
O=C(COC(=O)Cc1n[nH]c(=O)c2ccccc12)NNC(=O)c1ccc(Cl)cc1	0	2	-1.9	1.0	-1.1	2	6	0.4	-6
Cc1c(NC(=O)COC(=O)c2ccccc2O)c(=O)n(-c2ccccc2)n1C	0	5	0.5	0.2	/	-1	-12	-0.7	1
N=c1c2c3c(sc2ncn1CCN1CCOCC1)CCCCC3	-3	-4	-1.0	-0.1	0.1	7	-6	1.3	-8
CC(C)(C)c1ccc(/C=N/NC(=O)C[n+]2ccccc2)cc1	-1	-4	-0.1	-5.3	0.3	5	21	/	-17
CCN(C(=O)C=Cc1ccco1)c1ccccc1	1	-6	-0.5	-0.9	/	22	14	0.2	-4
COc1ccc(-c2ccc(=O)n(CC(=O)NCC3COCCO3)n2)cc1 (configuration not stated)	1	-13	-0.6	1.4	-1.9	10	23	/	-3
O=C(Cn1ncc2c(=O)oc3ccccc3c21)N1CCCN(Cc2ccccc2F)C1	1	-4	-1.1	-0.8	0.3	2	-1	6.2	0
CCOC(=O)N1CCC(NS(=O)(=O)c2ccc(C)cc2)CC1	4	-6	-0.9	-0.7	-1.6	-4	-5	0.8	-17
O=C(CN1CCN(S(=O)(=O)c2ccc(Cl)cc2)CC1)Nc1ccc(N2CCOCC2)cc1	-3	11	-0.5	3.4	-0.1	-4	-10	-1.7	6
c1cc2c(cc1-c1ccc3c(c1)OCO3)CNCc1cnnn1-2	23	3	-2.5	0.0	/	/	-11	5.5	-11
CCOC(=O)c1oc2ccccc2c1NC(=O)C1CCCCC1	2	/	-0.6	-0.2	1.3	-3	/	/	-5
COc1cccc(-c2ccc(C#N)c(SCC(=O)NCCc3cccc(Cl)c3)n2)c1	11	-4	-1.3	-0.7	0.4	25	-14	/	-5

5 entries picked at random from the list so far:
SMILES	FBA Mtb inh	PrPC surface inh	FadD28 FP inh	BoNT A protease	Mtb UGM inh	GDH-TPI counter	CCHF vOTU inh	BioA inh	BoNT-F LC inh
Cc1c(-c2ccc(OCc3ccccc3)cc2)nc2ccccc2c1C(=O)O	4	2	-1.2	-3.0	2.6	1	-1	1.0	-11
CN(Cc1cnn(-c2ccccc2)c1)C(=O)c1cccc(S(=O)(=O)Nc2ccccc2F)c1	1	9	-1.0	-0.4	/	-4	6	1.4	-5
CCOC(=O)c1oc2ccccc2c1NC(=O)C1CCCCC1	2	/	-0.6	-0.2	1.3	-3	/	/	-5
Cc1c(NC(=O)COC(=O)c2ccccc2O)c(=O)n(-c2ccccc2)n1C	0	5	0.5	0.2	/	-1	-12	-0.7	1
Cc1c(C(=O)Nc2nnc(SCc3ccccc3Cl)s2)cccc1[N+](=O)[O-]	0	-4	-4.3	0.1	-2.1	3	-15	2.3	2

Single records, as listed above. Values in the order: FBA Mtb inh | PrPC surface inh | FadD28 FP inh | BoNT A protease | Mtb UGM inh | GDH-TPI counter | CCHF vOTU inh | BioA inh | BoNT-F LC inh
Cc1nnc(NC(=O)CSc2cn(CCNC(=O)c3ccccc3)c3ccccc23)s1 in the list: 3 | -2 | -1.6 | -0.6 | -1.2 | -3 | 0 | -2.0 | -10
Cc1c(-c2ccc(OCc3ccccc3)cc2)nc2ccccc2c1C(=O)O in the list: 4 | 2 | -1.2 | -3.0 | 2.6 | 1 | -1 | 1.0 | -11

Given as labelled records: part of the list above
Molecule: Cc1ccc(S(=O)(=O)NC(=O)COc2cc(C)ccc2C(C)C)cc1
- FBA Mtb inh: -2
- PrPC surface inh: 0
- FadD28 FP inh: -6.0
- BoNT A protease: 1.3
- Mtb UGM inh: 1.2
- GDH-TPI counter: -3
- CCHF vOTU inh: 21
- BioA inh: 1.6
- BoNT-F LC inh: 6
Molecule: O=[N+]([O-])c1cccnc1N1CCC(c2cc(-c3ccc(Cl)cc3)n[nH]2)CC1
- FBA Mtb inh: 1
- PrPC surface inh: -1
- FadD28 FP inh: -2.7
- BoNT A protease: -0.9
- Mtb UGM inh: -0.8
- GDH-TPI counter: 10
- CCHF vOTU inh: 19
- BioA inh: 0.1
- BoNT-F LC inh: -29

(continued)
SMILES	FBA Mtb inh	PrPC surface inh	FadD28 FP inh	BoNT A protease	Mtb UGM inh	GDH-TPI counter	CCHF vOTU inh	BioA inh	BoNT-F LC inh
CCOc1ccc(NC(=O)CC2C(=O)N(CC)C(=S)N2CCN2CCOCC2)cc1 (configuration not stated)	3	-1	-2.9	0.1	1.9	-2	-9	/	-4
CSc1ccc(/C=N/N2CCN(Cc3ccccc3Cl)CC2)cc1	-4	-1	-0.4	-0.2	1.6	0	1	/	-1
COc1ccc2[nH]c(=O)c(CN(Cc3cccnc3)C(=O)Nc3ccccc3)cc2c1	7	1	-4.2	-2.8	-0.2	18	0	1.6	-5
CCc1cc2c(cc1-c1csc(C/C(N)=N/O)n1)C(C)(C)CCC2(C)C	-2	2	-3.3	-0.2	/	5	20	-0.4	-12
CN(Cc1ccccc1)C(=O)c1ccc2nc([C@@H]3O[C@H](CO)[C@H](O)[C@H](O)[C@H]3O)[nH]c2c1	-1	8	-0.7	-0.4	/	13	2	-1.4	-12
O=C1C(=O)N(CCN2CCOCC2)C(c2ccncc2)/C1=C(/O)c1ccc2c(c1)OCO2 (configuration not stated)	1	0	-0.8	0.6	-1.7	17	10	-3.1	-20
O=C(CCNC(=O)C1CCN(S(=O)(=O)c2ccc(F)cc2)CC1)Nc1ccccc1	2	9	-0.2	0.8	-2.1	8	9	-0.2	2
O=C(COC(=O)c1cccc(S(=O)(=O)N2CCCC2)c1)NCc1ccccc1	0	10	-4.0	-0.6	0.2	-2	2	/	2
CCn1c(C(C)C)n[nH]c1=S	-3	5	-2.7	0.0	-0.4	6	13	0.0	6
O=C(Cc1ccc(S(=O)(=O)N2CCOCC2)s1)Nc1cc(C(F)(F)F)cc(C(F)(F)F)c1	2	10	-4.8	0.1	0.3	12	21	-0.7	3
CCOC(=O)c1cc(C)nc(Sc2ccc(C)cc2)c1C#N	-2	-1	-3.7	/	2.3	-2	-1	-0.2	/
C[N+](C)(C)C[C@H](O)CC(=O)O	6	-4	-1.2	-0.2	-0.6	8	4	-1.2	-5
COc1cccc(-n2c(COc3ccccc3C)nnc2SCC(=O)O)c1	0	0	0.0	0.6	0.2	-12	-5	16	6
Cc1ccc(-c2nnc(-c3cccc(Br)c3)o2)cc1	2	-1	-2.5	-1.1	-0.9	-2	0	-2.0	-34
COc1ccc(-c2ccc(CN3C(C(C)C)C(=O)N(Cc4cn(CCC5OCCCO5)nn4)CCS3(=O)=O)cc2)cc1OC (configuration not stated)	1	-10	0.2	-0.5	/	-4	0	-1.7	-7
O=C(CSc1nnc(-c2ccco2)n1CC1CCCO1)c1ccccc1 (configuration not stated)	1	-3	-4.0	1.1	0.6	6	0	1.0	?
COc1ccc(-c2cc(C(=O)N3CCc4ccccc4C3)no2)cc1OC	1	-1	-3.1	-1.3	1.9	4	-7	2.9	-4
CCN(CC)S(=O)(=O)c1ccc(-c2nnc(SCC(=O)c3ccc(OC)cc3)o2)cc1	3	-3	3.4	-1.4	2.0	8	13	-1.3	-9
CCNC(=O)C1(C)CCCN(CCOc2ccc(OC)cc2)C1 (configuration not stated)	1	1	0.0	-0.2	/	11	-9	-0.2	-2
CCc1ccc(N2C(=O)C(Cl)=C(Nc3ccc(C(=O)N4CCCC4)cc3)C2=O)cc1	-2	/	-0.3	0.6	0.0	17	/	-1.7	0
COc1ccc2nc(NC(=O)Cc3cccs3)sc2c1	4	5	-1.9	0.5	-2.2	6	11	2.0	-5
CCOC(=O)C1CCN(C(=O)Nc2ccc3nc(C)c(C)nc3c2)CC1	78*	1	-3.5	0.3	1.0	11	-102	2.7	3
COC(=O)c1ccccc1S(=O)(=O)NNC(=O)c1ccccc1-n1cccc1	5	1	2.2	-0.7	-1.0	11	-2	-0.7	2
CN1CC(=O)NC1=NC(=O)c1cc(F)c(F)cc1Cl	0	-6	1.0	0.0	-1.4	10	-14	/	1
